Source: PubChem BioAssay (several laboratories)
M4 ag: human M4 muscarinic receptor agonists, primary screen, CHO-K1 cells, Fluo-8 calcium fluorescence | 360,000 tested, 0.14% active | Muscarinic acetylcholine receptor M4 (Homo sapiens), P08173 | CHO-K1 hM4/Gqi5; vehicle 0%, full acetylcholine response 100% | activation, % at 3 µM;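 active = activation above the run mean over all test wells plus 3 SD, cut at about 32% in these data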;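 note: peak over basal fluorescence ratio per well then scaled between controls; 0% = DMSO wells and 100% = acetylcholine at EC100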
Target sequence (P08173 whole entry, looked up): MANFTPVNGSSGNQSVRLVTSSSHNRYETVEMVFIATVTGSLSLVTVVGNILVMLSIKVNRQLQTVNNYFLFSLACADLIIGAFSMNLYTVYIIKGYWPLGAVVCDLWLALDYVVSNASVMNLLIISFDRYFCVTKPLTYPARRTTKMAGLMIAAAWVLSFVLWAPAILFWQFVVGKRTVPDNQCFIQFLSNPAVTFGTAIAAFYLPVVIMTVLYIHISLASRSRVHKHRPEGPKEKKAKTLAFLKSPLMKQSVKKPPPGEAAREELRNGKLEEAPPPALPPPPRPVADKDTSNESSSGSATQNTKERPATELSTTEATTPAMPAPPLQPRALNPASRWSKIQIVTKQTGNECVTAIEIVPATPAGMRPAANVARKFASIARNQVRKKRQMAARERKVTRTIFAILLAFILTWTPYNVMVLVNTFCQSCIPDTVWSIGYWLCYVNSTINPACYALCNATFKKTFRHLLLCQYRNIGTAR
M5 ag: human M5 muscarinic receptor agonists, primary screen, CHO-K1 cells, Fluo-8 calcium fluorescence; CHO-K1 hM5 cells; 0% DMSO wells, 100% maximal acetylcholine response; activation, % at 3 µM; 360,000 tested, 0.19% active; Muscarinic acetylcholine receptor M5 (Homo sapiens), P08912;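 active = activation above the run's mean over test compounds plus 3 SD, cut at about 23% in these data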;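 note: signal is peak over basal fluorescence ratio across the kinetic read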
Target sequence (P08912 whole entry, looked up): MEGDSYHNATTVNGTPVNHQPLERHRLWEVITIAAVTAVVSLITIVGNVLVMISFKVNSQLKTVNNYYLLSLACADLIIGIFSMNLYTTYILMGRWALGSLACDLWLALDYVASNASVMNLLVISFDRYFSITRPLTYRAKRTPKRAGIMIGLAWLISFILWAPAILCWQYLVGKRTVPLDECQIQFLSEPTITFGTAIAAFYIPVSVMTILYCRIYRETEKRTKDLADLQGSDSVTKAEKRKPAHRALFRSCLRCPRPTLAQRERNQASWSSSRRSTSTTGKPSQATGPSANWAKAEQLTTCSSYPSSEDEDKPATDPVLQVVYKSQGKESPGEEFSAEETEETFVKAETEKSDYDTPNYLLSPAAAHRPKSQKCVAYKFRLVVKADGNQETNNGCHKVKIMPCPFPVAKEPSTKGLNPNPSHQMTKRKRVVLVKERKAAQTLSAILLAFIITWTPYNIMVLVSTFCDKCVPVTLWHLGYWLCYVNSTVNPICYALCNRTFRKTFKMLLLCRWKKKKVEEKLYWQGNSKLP
M4 antag: human M4 muscarinic receptor antagonists, primary screen, CHO cells, Fluo-8 calcium fluorescence. Muscarinic acetylcholine receptor M4 (Homo sapiens), P08173. CHO-hM4 cells, ACh EC80. inhibition, % at 3 µM. 360,000 tested, 0.73% active. AID 624125, 2012;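 active = inhibition above its plate's cutoff, the mean inhibition of sample wells plus 3 SD, cut at about 27% in these data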;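 note: 0% = acetylcholine EC80 with DMSO and 100% = DMSO without agonist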
CRFR2-BP ag: agonists of CRF-BP/CRF-R2 complex, primary screen, cell-based, HEK293, calcium dye fluorescence, uHTS; CRF-binding protein / CRF receptor 2 complex (human); 350,000 tested, 0.46% active; activation, % at 13.2 µM; calcium dye fluorescence (FLIPR); percent of saturating CRF peptide response;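 active = activation of at least 50%, plus an integration ratio under a set limit after plate pattern correction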;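 note: plate controls were neutral control wells without compound for no effect and CRF at EC100 for full effect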
CHRM5 PAM: human M5 muscarinic receptor positive allosteric modulators, primary screen, CHO-K1 cells, Fluo-8 calcium fluorescence. Muscarinic acetylcholine receptor M5 (Homo sapiens), P08912. CHO-K1 hM5, ACh EC20 PAM; 0% = ACh EC20, 100% = ACh EC100. activation, % at 3 µM. 360,000 tested, 0.3% active. AID 624038, 2012;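 active = activation above the run cutoff, the mean activation of all test compounds plus 3 SD, cut at about 18% in these data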
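System: CHO-K1 cell line with stable human muscarinic M5 receptor expression | Also added: EC20 acetylcholine as agonist stimulus | Compound: One concentration, 3 µM final (nominal) | Timing: Fluo-8 loading 80 min at 37 °C plus 30 min room temperature | Measured by: Fluo-8 calcium dye fluorescence, kinetic read | Read-out basis: % activation, ACh-normalized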
CHRM5 antagonist: human M5 muscarinic receptor antagonists, primary screen, CHO cells, Fluo-8 calcium fluorescence; CHO-hM5 cells, ACh EC80; inhibition, % at 3 µM; 360,000 tested, 0.59% active;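 active = inhibition above a per-plate cutoff, the mean of that plate's test compounds plus 3 SD, cut at about 27% in these data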;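 note: 0% = acetylcholine EC80 with DMSO and 100% = DMSO without agonist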
CRFBP-R2 block: antagonists of CRF-BP/CRF-R2 complex, primary screen, cell-based, HEK293, calcium dye fluorescence, uHTS; inhibition, % at 11.8 µM; CRF-induced calcium fluorescence; AID 588475, 2011; 350,000 tested, 0.59% active;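 active = inhibition of the ligand-induced calcium signal above about 50% at the single tested concentration, limit read from the data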
CHRM1 PAM: human M1 muscarinic receptor positive allosteric modulators, primary screen, CHO-K1 cells, Fluo-8 calcium fluorescence, 1536-well; Muscarinic acetylcholine receptor M1 (Homo sapiens), P11229; CHO-K1 hM1, ACh EC20; 0% = ACh EC20, 100% = maximal ACh; activation, % at 3 µM; 360,000 tested, 0.088% active; AID 588819, 2011; in the data active = activation above about 19%, passing the limit was not always enough
M4 PAM: human M4 muscarinic receptor positive allosteric modulators, primary screen, CHO-K1 cells, Fluo-8 calcium fluorescence | Muscarinic acetylcholine receptor M4 (Homo sapiens), P08173 | CHO-K1 hM4/Gqi5, ACh EC20; 0% = ACh EC20, 100% = maximal ACh | activation, % at 3 µM | 360,000 tested, 0.4% active;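 active = activation above its plate's cutoff, the mean activation of sample wells plus 3 SD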; note: some results filed as inactive read as strong as hits
* marks the source's active call; other numbers are inactive results; · = not tested or not shown. An unsorted share of the library. Share with any hit: about 2.6%.

SMILES	M4 ag	M5 ag	M4 antag	CRFR2-BP ag	CHRM5 PAM	CHRM5 antagonist	CRFBP-R2 block	CHRM1 PAM	M4 PAM
Cc1ccccc1NC(=O)Cc1nc(COC(=O)c2ncc(Cl)c(Cl)c2Cl)cs1	9	2	16	0.1	-12	8	6	-7	-10
CN(Cc1ccc(F)cc1)C(=O)c1sccc1-c1ccccc1	0	-7	6	0.7	-7	-4	14	-6	-12
O=C(Nc1ccc(Cl)cc1Cl)C1CCCO1 (stereo not drawn)	0	-4	-10	-0.1	1	14	10	2	2
O=C(NCc1cccnc1)c1nc(-c2ccccc2)n(-c2ccccc2)n1	1	-3	4	0.8	5	6	-6	11	3
COc1cc2c(cc1OC)C(COc1ccccc1OC)N(C(=O)C(C)C)CC2 (stereo not drawn)	0	0	-1	-0.2	-1	10	-2	5	-4
O=C1CCCCC1Oc1ccc2ccc(=O)oc2c1 (stereo not drawn)	1	-6	-5	-1.0	3	3	-3	8	0
Cc1cc(NC(=O)CCN2CCN(C/C=C/c3ccccc3)CC2)ccc1Br	11	-1	15	5.0	-4	14	-21	6	0
Cc1nc2cc(-c3cccc(F)c3)nn2c(N2CCN(C(=O)c3ccco3)CC2)c1C	0	-4	-6	-3.4	-5	-2	26	3	-2
O=C(CSc1n[nH]c(-c2cccs2)n1)NC1CCS(=O)(=O)C1 (stereo not drawn)	2	-6	-6	0.0	-4	8	14	3	4
Cc1ccc2cc(COC(=O)c3ccco3)c(=O)[nH]c2c1	0	0	-2	0.1	4	-4	-7	5	-4
CC[n+]1c(/C=C2/C=C(C)CC(C)C2)sc2ccccc21 (stereo not drawn)	0	-3	13	0.2	-6	-6	4	-1	-12
COC(=O)/C=c1/s/c(=C(\C#N)C(=O)NCc2ccco2)n(-c2ccccc2)c1=O	0	-14	4	6.7	-22	1	78*	-10	-8
CC(=O)Nc1ccc2c(c1)Cc1c(F)cccc1-2	5	-5	-6	-1.3	6	8	-13	15	3
Cc1ccc(C(=O)N/N=C/c2ccc(S(=O)(=O)O)o2)c(Cl)c1	0	-4	2	-0.3	-2	-6	-6	2	-3
CCCCc1c(C)nc2ccc(C(=O)OCC)cc2c1Cl	0	-1	-11	7.3	-1	-2	-30	9	-1
COc1cc2c(cc1OC)C(c1ccc(-c3ccc(Cl)cc3Cl)o1)=NCC2	-1	-2	6	0.6	-4	-4	2	5	-14
COC(=O)CSc1nnc(-c2ccccn2)n1N	0	3	-3	0.4	7	-4	-6	7	-1
Cc1nnc2c3ccccc3c(-c3cccs3)nn12	6	-3	-18	-2.5	1	-2	-14	5	-4
C=CCN1C(=O)S/C(=C/c2ccsc2)C1=O	0	-4	8	0.3	-6	12	13	4	-7
O=c1c(-c2ccccc2)cocc1-c1ccccc1	0	0	-5	-0.7	0	-5	6	3	-1
COc1ccccc1NC(=O)Nc1ccc(C)cn1	0	0	-15	-1.3	-8	0	-10	-1	5
Cc1nn(CC(=O)N2CCN(c3ccc(Cl)cc3)CC2)c(=O)c2cccn12	2	2	-8	-3.9	-3	0	-22	10	3
COc1ccc2[nH]cc(CCN=C3SCC(=O)N3C)c2c1	0	0	12	-3.3	-5	0	-9	-1	-6
CCC1(C(=O)NC(=Nc2ccccc2)Nc2ccccc2)CCOC1=O (stereo not drawn)	2	0	-10	-0.6	-2	9	2	5	-1
CCOc1ccc(CCNC(=O)COC(=O)c2cccnc2SC)cc1OCC	0	-4	-18	-1.1	1	7	14	9	8
Cc1ccc(C)c(NC(=O)C2CCCN(c3cnccn3)C2)c1 (stereo not drawn)	1	-3	13	-1.2	8	-3	6	13	9
O=C(NCCc1ccccn1)C1CCN(S(=O)(=O)c2ccc(Cl)cc2)CC1	2	0	-13	-0.7	-3	6	-8	1	-4
O=C(COC(=O)c1cc2ccccc2o1)c1ccccc1	0	-3	8	-2.0	-3	4	-8	-7	-6
O=C(Nc1ccccc1)[C@@H]1[C@@H]2C(=O)N(c3ccc(F)cc3)C(=O)[C@@H]2[C@H]2C=CC=NN21	1	8	5	-1.9	1	-10	1	-3	-6
O=C(N/C=C/c1ccc(Cl)cc1)NCc1ccc(Cl)cc1	1	-7	-7	-2.1	2	-7	4	2	10
COc1cccc(/C=C/C(=O)NNC(=O)c2ccccc2)c1OC	2	1	-8	-0.4	4	6	3	4	3
O=C(C1=C(O)C(=O)N(CCc2ccccc2)C1c1ccncc1)c1cc2ccccc2o1 (stereo not drawn)	0	-2	9	-0.2	-4	13	30	2	-2
CCOC(=O)CNC(=O)c1ccccc1Br	1	-1	-7	-1.1	9	8	4	7	2
CNC(=S)NNC(=O)c1ccccc1Br	0	-1	1	-0.7	11	-3	19	10	21
Cc1cccc(NC(=O)CC23CC4CC(C2)CC(n2nnc(C)n2)(C4)C3)c1	0	-2	-11	-0.1	-6	-3	6	0	-1
CCOC(=O)NC(=O)C(=CNc1ccc(C)cc1)C(=O)NC(=O)OCC	2	2	-5	-2.5	0	7	-7	15	9
CCCCn1c(N)c(N(CCOC)C(=O)Cn2c(=O)cnc3ccccc32)c(=O)[nH]c1=O	1	3	-1	0.5	3	5	-4	7	6
Nc1nc(CN2CCN(c3ccccn3)CC2)nc(Nc2ccc(F)cc2)n1	3	1	5	0.1	2	-4	-1	4	3
CCc1noc(C)c1C(=O)NNC(=O)c1cc(OC)c(OC)c(OC)c1	0	-2	-5	2.5	4	1	6	6	5
COc1ccc(/C=C(/NC(=O)c2ccc(Br)cc2)C(=O)Nc2cccc(C(=O)O)c2)cc1	0	1	-4	-1.0	1	-1	-4	6	8
COc1cccc(N=Nc2ccc3cccnc3c2O)c1	43*	42*	19	-1.7	-19	21	-3	-20	-13
COC(=O)C1(C(F)(F)F)N=C2Sc3ccccc3N2C(N2CCOCC2)=N1 (stereo not drawn)	0	-1	-6	-2.8	-1	2	26	12	5
C=C1c2cccc(OC)c2O[C@H](C(=O)OCC)[C@@H]1CC(CC)CCCC (stereo partly drawn)	1	2	-14	6.8	-4	5	-1	13	4
CCOc1cc(CNCCSc2nnnn2C)cc(Br)c1OCc1ccccc1	17	-4	21	0.9	-14	11	-8	-7	-6
CC1CCCN(CC(O)COCC2COc3ccccc3O2)C1 (stereo not drawn)	0	-4	-3	1.7	0	-6	-6	-3	2
CCOC(=O)[C@]12CCCC=C1N(Cc1ccco1)C(=O)[C@H](CC(=O)NCc1ccccc1)C2	1	-1	-1	·	-2	2	·	·	5
CCC1c2ccc(C)n2CCN1C(=O)Nc1ccccc1OC (stereo not drawn)	1	-4	-1	4.3	-11	6	1	4	-5
Cc1noc(C)c1COc1ccccc1C(=O)N(C)CC(=O)Nc1ccc(F)c(F)c1F	2	-3	-4	-0.1	-5	9	-1	13	10
O=C(NCc1ccco1)c1cccc2c1C(=O)c1ccc(/C=C/c3ccccc3)cc1S2(=O)=O	7	2	3	2.2	-13	11	-1	-6	-3
CNc1oc(-c2ccccc2)nc1C#N	0	-10	-7	0.6	-1	8	7	5	11

The final 3 entries of the part before are carried over, then new ones follow:
SMILES	M4 ag	M5 ag	M4 antag	CRFR2-BP ag	CHRM5 PAM	CHRM5 antagonist	CRFBP-R2 block	CHRM1 PAM	M4 PAM
Cc1noc(C)c1COc1ccccc1C(=O)N(C)CC(=O)Nc1ccc(F)c(F)c1F	2	-3	-4	-0.1	-5	9	-1	13	10
O=C(NCc1ccco1)c1cccc2c1C(=O)c1ccc(/C=C/c3ccccc3)cc1S2(=O)=O	7	2	3	2.2	-13	11	-1	-6	-3
CNc1oc(-c2ccccc2)nc1C#N	0	-10	-7	0.6	-1	8	7	5	11
Cc1nc(SCc2ccc(C(=O)O)cc2)nc2c1CCCC2	2	2	-5	1.2	8	10	17	-2	10
O=C(Nc1nnc(C2CCCCC2)s1)C1CC(=O)N(c2ccccc2)C1 (stereo not drawn)	2	-1	-19	0.2	3	-7	-5	9	-2
O=C(Cn1ncc(Cl)c(Cl)c1=O)NC1CCCCC1	0	-1	6	1.3	-2	7	-12	4	0
CC(C)c1cccc(C(C)C)c1NC(=O)CN(C)C1CCS(=O)(=O)C1 (stereo not drawn)	1	3	-6	0.7	2	-1	-8	7	0
Cc1c(NC(=S)NC(=O)c2ccc(-c3ccc(Cl)cc3)o2)cccc1C(=O)O	1	-2	-14	1.8	0	3	32	3	8
Cc1cc(C)cc(NC(=O)COC(=O)CCc2ccc(S(=O)(=O)N3CCOCC3)cc2)c1	8	1	-3	0.1	-5	5	0	3	-8
O=C(C(=O)N1CCN(C/C=C/c2ccccc2)CC1)c1ccccc1	8	-3	-9	·	-18	3	·	·	1
COc1ccc2c(c1)CCc1c(C(=O)NCc3ccc(F)cc3)noc1-2	1	1	-13	1.3	-3	4	21	7	5
CCOC(=O)c1cc(-c2ccc(OC)cc2)n(CCC(=O)NC2CCN(Cc3ccccc3)CC2)c1C	4	-1	11	0.4	-1	5	-11	0	-10
CC1CCCC(C)N1C(=O)COC(=O)CNC(=O)c1ccccc1 (stereo not drawn)	1	-1	1	-0.3	-6	11	-6	1	-1
CCCNC(=O)c1cc(C2CCCCN2S(=O)(=O)c2ccc(OC)cc2)on1 (stereo not drawn)	-1	1	2	·	-1	1	·	1	-1
CC1(C)Cc2c(cnn2-c2ccccc2)C(NC(=O)CCc2ccc(=O)[nH]n2)C1 (stereo not drawn)	0	-2	5	-1.5	-1	5	19	7	-3
CC(C)(C)c1ccc(S(=O)(=O)N2CCCCC2C(=O)NCc2ccccn2)cc1 (stereo not drawn)	0	0	8	-1.2	-4	2	20	-1	-4
CCOC(=O)C1CCN(S(=O)(=O)c2ccc3c4c2CC(=O)N4CC(C)S3)CC1 (stereo not drawn)	1	1	-10	0.8	-2	5	6	6	0
COc1ccc(NC(=O)CN(C)C(=O)c2c(C)nn(Cc3ccccc3)c2C)cc1	1	-3	-3	-0.4	1	-5	-4	10	6
COc1cc(C(=O)N2CCN(C(=O)Cc3ccccc3)CC2)cc(OC)c1OC	0	0	4	2.4	4	0	-10	-1	-4
CN(C)S(=O)(=O)c1cccc(NC(=O)COC(=O)CCSc2ccc(Cl)cc2)c1	11	3	-1	1.5	-7	1	-13	-4	-11
O=S(=O)(Nc1nc2ccccc2nc1Nc1ccc2c(c1)OCO2)c1ccccc1	2	-2	8	1.1	-5	10	5	6	8
CN(C)c1ccc(CN2CCC(C(N)=O)CC2)cc1	1	-5	-3	2.0	-7	-2	5	7	6
COCCCn1c(C)nnc1SCC(=O)Nc1ccc(C(C)=O)cc1	1	4	-1	-2.8	-7	5	14	15	-6
